HePTP inh: blocks human HePTP tyrosine phosphatase. 110,000 tested, 0.64% active. inhibition, % at 20 µM. AID 521. recombinant HePTP phosphatase activity, OD absorbance; in the data active = inhibition above about 50%;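 also: plate controls were vehicle for no effect and reference inhibitor for full effect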
Target sequence (P35236 whole entry, looked up): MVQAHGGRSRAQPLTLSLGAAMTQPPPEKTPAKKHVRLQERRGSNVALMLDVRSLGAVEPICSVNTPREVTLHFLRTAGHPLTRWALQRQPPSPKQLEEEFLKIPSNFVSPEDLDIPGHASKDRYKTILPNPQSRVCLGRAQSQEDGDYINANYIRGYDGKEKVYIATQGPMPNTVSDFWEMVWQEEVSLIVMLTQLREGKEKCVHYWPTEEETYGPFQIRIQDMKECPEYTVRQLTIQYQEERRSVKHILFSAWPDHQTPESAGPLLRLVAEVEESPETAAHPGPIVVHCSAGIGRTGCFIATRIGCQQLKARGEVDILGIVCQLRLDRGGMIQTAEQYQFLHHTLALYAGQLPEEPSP
BAP1 block: human BAP1 deubiquitinase inhibition | 72,000 tested, 0.48% active | activity remaining (% of control), % at 20 µM | Q92560 | recombinant BAP1, Ub-AMC hydrolysis fluorescence kinetic; stronger effect = lower value;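 active = activity remaining at or below 50% of control, provided the compound also passes the data quality filters; inactive = the rest, including low values that fail the filters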;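 also: 100% = DMSO wells rate and 0% = substrate alone blank rate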
Target sequence (Q92560 whole entry, looked up): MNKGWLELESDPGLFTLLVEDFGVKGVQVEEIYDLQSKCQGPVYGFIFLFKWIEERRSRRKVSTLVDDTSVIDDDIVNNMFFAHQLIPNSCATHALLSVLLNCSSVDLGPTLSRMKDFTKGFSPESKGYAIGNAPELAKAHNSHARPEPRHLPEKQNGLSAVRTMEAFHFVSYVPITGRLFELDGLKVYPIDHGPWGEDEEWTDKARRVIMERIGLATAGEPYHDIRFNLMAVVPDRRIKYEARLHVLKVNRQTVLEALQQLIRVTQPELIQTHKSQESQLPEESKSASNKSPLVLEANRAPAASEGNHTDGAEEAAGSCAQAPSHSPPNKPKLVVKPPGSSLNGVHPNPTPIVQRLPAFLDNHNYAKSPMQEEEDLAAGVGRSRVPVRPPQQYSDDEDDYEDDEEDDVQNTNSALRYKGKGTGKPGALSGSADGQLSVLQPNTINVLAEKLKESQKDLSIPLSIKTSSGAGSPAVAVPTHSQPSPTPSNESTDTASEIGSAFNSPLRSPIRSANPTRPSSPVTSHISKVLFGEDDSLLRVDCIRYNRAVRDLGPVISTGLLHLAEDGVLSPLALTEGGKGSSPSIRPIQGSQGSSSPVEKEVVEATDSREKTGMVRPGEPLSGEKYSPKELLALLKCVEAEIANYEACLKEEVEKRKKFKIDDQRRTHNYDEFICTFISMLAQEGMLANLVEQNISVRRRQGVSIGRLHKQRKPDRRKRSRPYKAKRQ
An asterisk follows results filed as active; . = no result given; & = joins results of further samples. Compounds as they come. About 0.79% of those tested had a hit in this group.

SMILES,HePTP inh,BAP1 block
COc1ccc(C2Nc3ccccc3C(=O)N2Cc2ccco2)cc1COc1ccc(Cl)cc1 (stereo unspecified),-1.3,.
Cc1ccc(/C(O)=C2\C(=O)C(=O)N(c3ccc(O)cc3)C2c2ccccc2)cc1 (stereo unspecified),-2.9,.
Cc1ccc(S(=O)(=O)N2CCSC2c2ccc(Br)cc2)cc1[N+](=O)[O-] (stereo unspecified),11.8,.
O=C1/C(=C\c2ccc([N+](=O)[O-])cc2)SC(=S)N1c1cccc(C(F)(F)F)c1,-3.3,.
CC1(C)CC(=O)C2=C(C1)OC1=C(C(=O)CC(C)(C)C1)C2c1ccc(-c2ccc3c(c2)COC3=O)o1,7.9,.
O=C1N=c2ccccc2=C1c1sc(=S)n(Cc2ccco2)c1O,7.8,.
COc1ccc(/C=C/C(=O)Nc2ccccc2O)cc1,5.1,.
CC1CCN(C(c2ccc(N(C)C)cc2)c2nnnn2Cc2ccc(F)cc2)CC1 (stereo unspecified),-4.3,130.5
COC(=O)c1ccc(C(=O)OC)c(NC2=NS(=O)(=O)c3ccccc32)c1,7.4,.
CC(C)(C)c1nc(CN2CCCCC2)cc(CN2CCCCC2)c1O,8.1,98.6
CCCCOc1ccc(/C=C(/C#N)c2nc3ccc(C)cc3[nH]2)cc1OC,8.0,.
O=S(=O)(c1cccc2nsnc12)N1CCc2ccccc21,-8.0,87.9
CCOc1ccc(C2C(C(=O)OC(C)C)C(=O)CC(C)(O)C2C(=O)OC(C)C)cc1 (stereo unspecified),9.7,.
CC(C)OCCCNC(=O)Cn1ncc2c(=O)oc3ccccc3c21,-1.0,92.4
Cc1ccc(NC(=S)NC(=O)c2ccco2)c(C)c1,0.6,.

Next part
SMILES,HePTP inh,BAP1 block
Cc1cc(S(=O)(=O)NCc2ccc(S(N)(=O)=O)cc2)c(C)s1,4.5,98.4
COc1ccc(NC(=O)CSc2nnc(C(C)C)n2N)cc1,4.2,68.9
CC(=O)OCC12COC(c3ccc4c(c3)OCO4)C(C(C)=CC1C)C2C (stereo unspecified),-1.1,.
CCOC(=O)C1=C(C)NC(=S)NC1c1cccc(C)c1 (stereo unspecified),7.5,.
COC(=O)c1ccc2c(=O)n(NC(C)=O)c(=S)[nH]c2c1,1.3,86.6
Cc1cc(C)nc(SCc2nc(N)nc(-c3ccccc3O)n2)n1,9.8,92.9
CCCN1C2CCCC1CC(NC(=O)c1ccccc1F)C2 (stereo unspecified),-11.6,102.8
O=C(CSc1ncc(-c2ccccc2)[nH]1)Nc1ccccc1,0.6,.
c1csc(C2C3=C(Nc4ncnn42)c2ccccc2OC3)c1 (stereo unspecified),2.0,112.3
Cc1ccc2nsnc2c1NC(=O)COc1ccc([N+](=O)[O-])cc1,-8.4,.
Cc1ccc(S(=O)(=O)N(CC(=O)NC2CCCC2)c2cccc(Cl)c2)cc1,34.5,.
CCOC(=O)c1oc2ccc(S(=O)(=O)N3CCC(C)CC3)cc2c1C,4.5,.
O=S1(=O)CCC(SCc2nc3sccn3c2Br)C1 (stereo unspecified),10.3,110.2
Cc1cc(C)nc(-n2nc(C)cc2NC(=O)c2cc(=O)c3ccccc3o2)n1,8.9,104.3
CC(=O)c1ccc(NC(=O)c2ccc3c(c2)OCCO3)cc1,0.0,.

Further results follow.
SMILES,HePTP inh,BAP1 block
O=C1c2oc3ccccc3c(=O)c2C(c2ccc(Cl)cc2)N1c1ncccn1 (stereo unspecified),3.8,102.9
CS(=O)(=O)N1CCN(Cc2cccnc2)CC1,4.7,.
COc1cccc(-c2nnc3n2N=C(c2cc(OC)ccc2OC)CS3)c1,-0.7,.
CC1CCN(S(=O)(=O)c2ccc(Cl)cc2)CC1,6.7,102.4
CC(=O)N1c2ccccc2NC2=C(C(=O)CC(c3ccccc3)C2)C1c1ccc2c(c1)OCO2 (stereo unspecified),.,80.3
OCCn1c(SCCOc2ccccc2F)nc2ccccc21,.,96.8
COc1ccc(N(Cc2ccc(C(=O)NCc3ccccc3)cc2)S(=O)(=O)c2ccccc2)cc1,1.7,.
S=C(NCCN1CCOCC1)Nc1ccc(Cl)cc1Cl,-2.3,.
COc1cccc(CNCc2ccc([N+](=O)[O-])cc2)c1OC,4.5,.
CC(C)(C)c1ccc(O)c(N=Cc2cc(Cl)cc([N+](=O)[O-])c2O)c1,-27.1,.
COc1ccc(NC(=O)CSc2nnc(Cc3cccn3C)n2-c2ccc(OC)cc2)cc1,-10.8,87.8
CC1(C)CC(=O)C2=C(C1)Nc1ccccc1N(C(=O)C(F)(F)F)C2c1ccco1 (stereo unspecified),3.4,.
CCN(CC(=O)NCc1ccc(F)cc1)Cc1nc2ccccc2c(=O)[nH]1,-2.7,104.4
CCOCCn1c(CN2CCN(c3ccc(F)cc3)CC2)nc2c1c(=O)n(C)c(=O)n2C,2.5,105.9
CCCc1cc(=O)n2[nH]c(-c3ccc(C)cc3)cc2n1,1.6&-12.1,102.8

Further compounds.
SMILES,HePTP inh,BAP1 block
O=C(c1ccccc1)N(Cc1ccc(F)cc1)C1CCS(=O)(=O)C1 (stereo unspecified),5.4,93.7
CCCC(=O)N(c1ccc(OCC)cc1)C1C=CS(=O)(=O)C1 (stereo unspecified),6.7,106.3
CCc1ccccc1-n1c(SCC(=O)Nc2ccc3c(c2)OCCO3)nc2[nH]ncc2c1=O,3.4,71.6
COCCNC(=O)C1CCN(S(=O)(=O)N2CCC3(CC2)OCCO3)CC1,1.1,104.5
COc1ccc(OC)c(NC(=O)c2ccc(C)o2)c1,7.3,.
CC(C)(C)NC(=O)CN(C(=O)C1(C)CC(=O)N=C2C=CC=CN21)C1CCCC1 (stereo unspecified),3.9,200.5
O=C(COC(=O)C1CCCO1)Nc1cccc(C(F)(F)F)c1 (stereo unspecified),14.1,.
CC(C)C1O/C(=N/C(=O)Nc2ccc(Cl)c(Cl)c2)NC1=O (stereo unspecified),.,79.5
COC(=O)c1cc(C(=O)N2CCOCC2)cc([N+](=O)[O-])c1,8.5,88.1
CC(=O)NCCc1ccc(S(=O)(=O)N(C)C2CCS(=O)(=O)C2)cc1 (stereo unspecified),-4.0,56.3
CCOc1cc(C)c(-c2n[nH]c(C)c2Oc2ccccc2)c(O)c1,.,99.4
Cc1c(C#N)c(SCC(N)=O)nc2c1CCCC2,-1.9,108.2
CCOC(=O)C(NC(C)=O)(OCc1ccc(F)cc1)C(F)(F)F (stereo unspecified),2.6,114.8
COc1ccc2occ(NC(C)=O)c2c1,3.2,136.1
Cc1ccc(S(=O)(=O)NCCC(=O)NC2CCCC2)cc1,-3.9,94.0

(further entries)
SMILES | HePTP inh | BAP1 block
CCN(CC)c1ccc(/C=N/NC(=O)Cn2nnc(-c3ccccc3)n2)c(O)c1 | -15.6 | .
CN(C)/C=C1\N=C(c2cccc(Br)c2)OC1=O | 1.7 | .
CCN1CCN(C(=O)CSCc2nc(-c3ccc(OC)c(OC)c3)oc2C)CC1 | 0.0 | 90.5
CCN1CCN(c2nc(C)nc3c2sc(=S)n3C)CC1 | 11.8 | 75.8
COC(=O)c1cc(NC(=O)c2cc(I)ccc2Cl)cc(C(=O)OC)c1 | -9.4 | .
CCOc1ccc(N(CC(=O)NCc2ccc(F)cc2)S(=O)(=O)c2c(C)noc2C)cc1 | -2.4 | 95.9
O=C(NCCc1ccc(Cl)cc1)C(=O)Nc1ccccc1F | -9.6 | .
O=C(N/N=C/c1ccc(/C=N/NC(=O)c2ccc(Br)cc2)cc1)c1ccc(Br)cc1 | 4.7 | .
CCCOc1ccc(C(=O)Nc2scc(-c3ccc(C)cc3)c2C(=O)OCC)cc1 | -6.5 | .
COc1cc(/C=N\NC(=O)COc2ccccc2Cl)cc(OC)c1O | -10.8 | .
COc1ccc(Cc2nnc(NC(=O)c3c(-c4ccccc4)noc3C)s2)cc1OC | 10.5 | 90.0
N#Cc1c(-c2ccc(F)cc2)c(C#N)c2nc3ccccc3n2c1N | -13.9 | .
COc1ccc(NC(=O)C2CC(=O)OC2(C)C)cc1 (stereo unspecified) | -6.9 | 64.7
COc1ccc(/C=C/C(=O)Nc2nc3ccccc3n2C)cc1 | 3.4 | .
Cc1nnc2n(CCc3ccccc3)c(=O)c3c4c(sc3n12)CCCC4 | -1.2 | 81.7

Entries from the list above that have a thiophene ring, fused or not, in the order listed:
SMILES | HePTP inh | BAP1 block
Cc1cc(S(=O)(=O)NCc2ccc(S(N)(=O)=O)cc2)c(C)s1 | 4.5 | 98.4
c1csc(C2C3=C(Nc4ncnn42)c2ccccc2OC3)c1 (stereo unspecified) | 2.0 | 112.3
CCCOc1ccc(C(=O)Nc2scc(-c3ccc(C)cc3)c2C(=O)OCC)cc1 | -6.5 | .
Cc1nnc2n(CCc3ccccc3)c(=O)c3c4c(sc3n12)CCCC4 | -1.2 | 81.7

Later entries:
SMILES | HePTP inh | BAP1 block
COc1ccccc1N(CC(=O)NCCSC(C)(C)C)S(C)(=O)=O | 6.3 | 93.5
O=C(Cc1c(O)c2ccccc2[nH]c1=O)N1CCOCC1 | 3.8 | .
CSc1cccc(NC(=O)CN(C)S(=O)(=O)c2ccccc2)c1 | 6.7 | 114.8
CC1S/C(=C(\C#N)C(=O)NCc2ccco2)N(c2ccc(F)cc2)C1=O (stereo unspecified) | 6.0 | 112.9
COc1cc(/C=C2/SC(=S)N(CC(=O)O)C2=O)ccc1OC(=O)c1cccc(C)c1 | 4.2 | .
Cc1cc(NC(=O)Cc2c(F)cccc2Cl)no1 | 11.2 | 67.3
O=C(c1ccc([N+](=O)[O-])cc1)N1CCN(Cc2cccc3ccccc23)CC1 | 5.5 | .
O=C(CN1CCN(c2ccccn2)CC1)Nc1ccc(Oc2ccccc2)cc1 | 11.1 | 98.8
O=C(O)CSc1nnc(C2COc3ccccc3O2)n1-c1ccccc1 (stereo unspecified) | 4.8&-14.0 | 116.8&105.3
CCn1c(=O)cc(OCC(=O)O)c2ccccc21 | 7.8 | 95.7
O=C(O)CCCCCN1C(=O)C(O)=C(C(=O)/C=C/c2ccccc2)C1c1ccccc1[N+](=O)[O-] (stereo unspecified) | 8.5 | .
COc1cc(-c2nc(S(=O)(=O)c3ccccc3)c(N3CCOCC3)o2)cc(OC)c1OC | -3.3 | 110.5
Cc1cccnc1NC(=O)Nc1ccc(Cl)cc1 | -1.3 | .
Cc1ccc(-c2ccc(/C=C3\SC(=S)NC3=O)o2)c([N+](=O)[O-])c1 | 6.5 | .
COC(=O)c1ccccc1NC(=O)c1cccs1 | 8.0 | 112.6

The list continues:
SMILES | HePTP inh | BAP1 block
Cc1nn(CC(=O)NCc2cccnc2)c(=O)c2ccccc12 | 3.9 | 101.0
COc1cccc(/C(O)=C2/C(=O)C(=O)N(CCN3CCOCC3)C2c2cccs2)c1 (stereo unspecified) | 7.1 | 88.1
CC1(C)N=C(c2ccc(Cl)cc2)C(=O)N1 | 3.1 | 84.2
CC(C)n1c(NCc2c[nH]c3ccccc23)nc2ccccc21 | 19.3 | 84.7
O=S1(=O)CCC(NC(=S)SCCOc2ccccc2OCCO)C1 (stereo unspecified) | 2.5 | .
COc1cc(S(=O)(=O)N2CCN(c3ccccc3F)CC2)ccc1Cl | 2.2 | 70.5
O=C(c1ccc(S(=O)(=O)N2CCOCC2)cc1)N1CCN(c2ccccc2)CC1 | 5.5&8.9 | 94.4
O=C(Nc1ccc2nn(-c3ccccc3)nc2c1)c1ccc(I)cc1 | -2.9 | .
C=CCn1c(=O)c(C(=O)Nc2ccccc2O)c(O)c2ccccc21 | 0.1 | .
O=C(N=Nc1c(O)n(CN2CCOCC2)c2ccccc12)c1ccccc1 | -11.9 | .
CCOC(=O)Cn1nc(-c2ccc(C)cc2)ccc1=O | 2.6 | .
c1nc2sc3c(c2c2nnnn12)CCCC3 | 5.0 | 104.0
Nc1ccccc1C(=O)N/N=C\c1ccc(Br)o1 | 0.4 | .
c1cncc(-c2noc(-c3ccco3)n2)c1 | 6.0 | 99.8
O=C(Cc1ccccc1)NN=C1CCCC1 | -3.7 | .

Following part
SMILES | HePTP inh | BAP1 block
Cc1ccccc1N1OC2C(=O)N(c3ccc(F)cc3)C(=O)C2C1c1ccccc1 (stereo unspecified) | -2.0 | .
Cc1ccc(CNc2nc3ccccc3s2)s1 | -1.0 | 77.8
O=C(c1ccc(F)cc1)N(c1ccc(Cl)cc1)C1C=CS(=O)(=O)C1 (stereo unspecified) | -12.0 | .
O=C(CN1CCCc2ccccc21)NCc1ccc2c(c1)OCO2 | -0.2 | 79.5
CCOC(=O)C1=C(C)OC(N)=C(C#N)C1c1c(C)c(C)cc(C)c1C (stereo unspecified) | -7.9 | .
CCCn1c(SCC(=O)N2CCCC2)nc2c1c(=O)n(C)c(=O)n2C | 3.9 | 106.4
O=C(Nc1ccc(Br)c(Cl)c1)C1CC1 | 5.5 | 75.6
CC1(C)Cc2ccccc2C(Nc2ccccc2)=N1 | . | 94.7
C=CCOc1ccccc1C=C1C(=O)NC(=O)NC1=O | -7.2 | .
CC(C)CNS(=O)(=O)c1ccc(CCC(=O)NCc2ccco2)cc1 | 6.3 | 85.4
O=C(Nc1cccc(Cl)c1)Nc1nnc(Cc2ccc(Cl)cc2Cl)s1 | 2.6 | .
O=C(COc1ccccc1Cl)Nc1ccc2nn(-c3ccccc3)nc2c1 | -4.0 | .

Arranged by the number under HePTP inh (rising): some entries from above.
structure | HePTP inh | BAP1 block
O=C(c1ccc(F)cc1)N(c1ccc(Cl)cc1)C1C=CS(=O)(=O)C1 (stereo unspecified) | -12.0 | .
C=CCOc1ccccc1C=C1C(=O)NC(=O)NC1=O | -7.2 | .
Cc1ccc(CNc2nc3ccccc3s2)s1 | -1.0 | 77.8
